NCOA1 inh – SRC1 coactivator transcriptional activity inhibitors, primary screen, cell-based, luminescence; Nuclear receptor coactivator 1 (Homo sapiens), Q15788; HEK293 GAL4-SRC1 luciferase reporter; inhibition, % at 3.6 µM; 360,000 tested, 0.12% active; AID 588354, 2011;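 active means inhibition above the campaign mean plus 3 SD, with each screening campaign given its own cutoff, cut at about 60% in these data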;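 further: 0% = DMSO treated cells and 100% = gossypol at 36 µM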
NR5A2 inv ag – LRH-1 (NR5A2) inverse agonists, primary screen, cell-based, luminescence, HEK293T, StAR-luciferase reporter | inhibition, % at 3.6 µM | Nuclear receptor subfamily 5 group A member 2 (Homo sapiens), O00482 | 360,000 tested, 0.13% active | LRH-1 transfected, 24 h;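 active means inhibition above the mean inhibition of all tested compounds plus 3 SD, cut at about 73% in these data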;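 further: 0% = DMSO wells and 100% = reporter-only cells lacking LRH-1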
TROY signal inh – inhibitors of TROY-driven NF-kB signaling, primary screen, Q293 LMP1-TROYcd cells, NF-kB luciferase, uHTS | inhibition, % at 10 µM | 360,000 tested, 0.98% active | Q293 LMP1-TROYcd NF-kB luciferase reporter, 4 h;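 active means compounds whose plate-normalised and pattern-corrected inhibition of the luciferase reporter signal at the single screening dose is 50% or more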
C8 TRAIL sens – viability loss with TRAIL in NB7+C8 cells, primary screen, TRAIL sensitizer project, cell-based, ATPlite luminescence; inhibition (viability loss, TRAIL sensitization), % at 10 µM; AID 624354, 2012; 360,000 tested, 1% active;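 active means compounds causing at least 50% loss of cell viability in the single-dose screen, relative to plate controls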
SRC3 inh – SRC3 coactivator transcriptional activity inhibitors, primary screen, cell-based, luminescence; Nuclear receptor coactivator 3 (Homo sapiens), Q9Y6Q9; HEK293 GAL4-SRC3 luciferase reporter; inhibition, % at 3.6 µM; 360,000 tested, 0.17% active; AID 588352, 2011;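 active means inhibition above a per-campaign cutoff, the mean of all compounds plus 3 SD, cut at about 60% in these data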;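 further: 0% = DMSO-treated cells and 100% = gossypol-treated cells at 36 µM; higher means less SRC3-driven luciferase light from the GAL4 reporter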
NR2F2 inh – NR2F2 transcriptional activity inhibitors, primary screen, cell-based, luciferase reporter, HEK293T, luminescence; HEK293T NGFI-A luciferase reporter; 370,000 tested, 0.7% active; COUP transcription factor 2 (Homo sapiens), P24468; inhibition, % at 8.6 µM; AID 686940, 2013;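 active means inhibition above a per-plate cutoff, mean inhibition of test wells between control levels plus 3 SD, cut at about 38% in these data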;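 further: cells cotransfected with COUP-TFII expression vector driving the NGFI-A reporter; 0% = median of COUP-TF2 test wells and 100% = reporter-only cells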
KKLEB cytotox – cytotoxicity in KKLEB CF airway cells, primary screen, cytotoxicity control for CF NF-kB inhibitor project, cell-based, uHTS, fluorescence assay plates; KKLEB CF airway cells viability, ATPlite luminescence, overnight; stronger effect = lower value; cells stimulated with P. aeruginosa culture filtrate; activity change (cytotoxicity), % at 5 µM; 360,000 tested, 0.36% active; AID 602141, 2011;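 active means corrected activity change at or below -50% at 5 µM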
LMP1 NFkB inh – EBV LMP1-driven NF-kappaB luciferase reporter inhibitors, primary screen, cell-based, luminescence, single point | LMP1-induced NF-kappaB luciferase reporter cells | inhibition, % at 12.5 µM | 350,000 tested, 0.69% active; in the data active means inhibition above about 41%;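 further: 0% = neutral control wells and 100% = reference inhibitor control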
TWEAK Fn14 block – inhibitors of TWEAK-Fn14 signaling, primary screen, luciferase reporter cells, uHTS; TWEAK-stimulated Fn14 reporter cells, luciferase luminescence, 8 h; inhibition, % at 10 µM; 360,000 tested, 2% active; AID 1159606, 2016; in the data active means inhibition above about 50%
NCOA2 inhibitor – inhibition of GAL4-SRC2 driven luciferase reporter, primary screen, SRC2 inhibitor project, cell-based, luminescence; HEK293 GAL4-SRC2 luciferase reporter; inhibition, % at 9 µM; 370,000 tested, 0.17% active; AID 651957, 2012;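 active means inhibition above the mean inhibition of all tested compounds plus 3 SD, set per campaign, cut at about 52% in these data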;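 further: 0% = DMSO treated cells and 100% = cells given Gossypol at 36 µM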
CF NFkB block – inhibitors of PAF-induced NF-kB signaling, primary screen, cell-based, GFP fluorescence, uHTS. KKLEB NF-kB-GFP reporter, GFP fluorescence overnight. inhibition, % at 5 µM. 360,000 tested, 0.86% active. AID 588850, 2011;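 active means at least 50% inhibition at 5 µM, scaled per plate between neutral and stimulator controls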;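 further: PAF is a Pseudomonas aeruginosa culture filtrate used as stimulus; plate controls were PAF-stimulated DMSO wells for no effect and unstimulated DMSO wells for full effect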
Starred values were filed as active, the others as inactive; nt = no result given; & = joins results of further samples.

| Compound | NCOA1 inh | NR5A2 inv ag | TROY signal inh | C8 TRAIL sens | SRC3 inh | NR2F2 inh | KKLEB cytotox | LMP1 NFkB inh | TWEAK Fn14 block | NCOA2 inhibitor | CF NFkB block |
| --- | --- | --- | --- | --- | --- | --- | --- | --- | --- | --- | --- |
| FC(F)C(F)(F)C1=CC(c2ccccc2)=NCCN1 | -19 | -14 | -12 | -2 | -10 | 16 | 3 | -12 | 4 | -4 | 2 |
| O=C(O)CC1c2ccccc2S(=O)(=O)N1Cc1ccccc1 (stereo not drawn) | 1 | 9 | -19 | -6 | 4 | -6 | 10 | -6 | -2 | -24 | -16 |
| CSc1nc(Sc2ccccc2)c2ccccc2n1 | 1 | 7 | 11 | -18 | -8 | 2 | -10 | -13 | 6 | -5 | 13 |
| O=C(Nc1ncccc1Cl)c1cc2ccccc2o1 | -110 | -94 | -31 | 38 | -147 | -62 | 16 | -31 | 1 | -46 | -23 |
| O=C(O)c1cc(NS(=O)(=O)c2ccc3ccccc3c2)ccc1O | -13 | 7 | 6 | -3 | 14 | 12 | -14 | 8 | 18 | 11 | 1 |
| NC(=O)c1cccc(-c2ccnc3c2CC(C(=O)NCCc2ccccc2)O3)c1 (stereo not drawn) | 6 | 13 | 16 | 6 | 1 | -19 | -27 | nt | 11 | 5 | 22 |
| Cc1c(CN2CCC(CO)(Cc3ccccc3)CC2)c2ccccc2n1C | 2 | 24 | 14 | -1 | -10 | 15 | -11 | 8 | -15 | 27 | 20 |
| Cn1c(CN2CCOCC2)nc2cc(NC(=O)c3ccccc3Cl)ccc21 | -1 | 4 | -32 | -13 | -23 | -11 | 0 | 0 | -6 | -4 | -7 |
| O=C(Nc1cccnc1)c1cc(F)c(F)cc1Cl | 11 | 11 | 3 | 11 | 16 | 3 | -9 | -7 | -2 | 6 | 6 |
| COc1ccc(-n2c(-c3ccc(Br)cc3)c[n+]3c2CCC3)cc1 | -3 | 20 | 27 | 34 | 22 | 20 | -19 | 26 | 23 | -12 | -12 |
| CCc1ccccc1NC(=O)CN1CCN(C(=O)c2cc(C3CC3)nn2-c2ccccc2)CC1 | -5 | 9 | 2 | 2 | -11 | 8 | 8 | -1 | -18 | 7 | -12 |
| COC(=O)c1[nH]c2c(c1C)C(=O)CCC2 | 4 | 2 | 6 | -2 | 0 | 2 | 8 | 4 | 5 | 4 | -14 |
| COc1ccccc1C(=O)C1CCCN(C(=O)c2ccco2)C1 (stereo not drawn) | -2 | -8 | 4 | -7 | 5 | -10 | 0 | 0 | -18 | -34 | 6 |
| O=C(COC(=O)C1=COCCO1)NCc1ccc(Cl)cc1 | 12 | -10 | 7 | 2 | 8 | 20 | 18 | -8 | -7 | 18 | 3 |
| C=CCc1ccccc1OCC(O)CN1CCN(C(=O)OCC)CC1 (stereo not drawn) | -2 | 3 | 14 | 3 | -4 | -4 | -3 | -1 | -10 | 12 | -7 |
| CC1CCC(C(C)C)C(OP(=O)(c2ccccc2)C(O)c2ccncc2)C1 (stereo not drawn) | 11 | -4 | -15 | 6 | 6 | 16 | 5 | -2 | 20 | 8 | 18 |
| Cc1ccc2cc3cc(C(=O)N4CCCCC4C)oc3nc2c1 (stereo not drawn) | -128 | -176 | 15 | 30 | -77 | -79 | -4 | -46 | 21 | -41 | -6 |
| O=C(COC(=O)c1cc(S(=O)(=O)N2CCOCC2)ccc1O)Nc1cc(S(=O)(=O)N2CCCC2)ccc1Cl | -6 | -5 | 1 | 9 | -3 | 14 | 17 | -5 | 0 | -4 | -16 |
| CCC(=O)Nc1cc2c(cc1C(=O)CC)OCCO2 | -3 | 15 | 19 | -14 | 9 | 3 | -9 | -9 | -1 | 6 | 15 |
| O=C(COC(=O)/C=C/c1ccc(Cl)cc1)Nc1ccccc1 | -7 | -24 | 3 | 0 | -7 | 9 | 20 | -28 | -7 | -3 | -7 |
| NC(=O)C1CCN(C(=S)NCCc2ccccc2)CC1 | -12 | 6 | 6 | 12 | 3 | -3 | 0 | 3 | -19 | 1 | 0 |
| O=C(NCCNC(=O)c1ccc(Br)o1)c1cccnc1 | 10 | -16 | 3 | -9 | 9 | 14 | 8 | -2 | -2 | 7 | -16 |
| COc1ccccc1-c1c(C)oc2c(CN3CCOCC3)c(O)ccc2c1=O | 8 | 2 | 18 | -11 | -15 | 2 | -10 | 2 | -10 | 7 | 28 |
| CCOC(=O)C1=C(C)NC(C)=C(C(=O)OCC)C1C(=O)OCC(=O)N1CCc2ccccc21 | -8 | -9 | 7 | -12 | 18 | -7 | -15 | 7 | -6 | 17 | 15 |

Only TROY signal inh, for some of the entries so far:
smiles | TROY signal inh
CCOC(=O)C1=C(C)NC(C)=C(C(=O)OCC)C1C(=O)OCC(=O)N1CCc2ccccc21 | 7
NC(=O)C1CCN(C(=S)NCCc2ccccc2)CC1 | 6
COc1ccccc1C(=O)C1CCCN(C(=O)c2ccco2)C1 (stereo not drawn) | 4

The list goes on.
| Compound | NCOA1 inh | NR5A2 inv ag | TROY signal inh | C8 TRAIL sens | SRC3 inh | NR2F2 inh | KKLEB cytotox | LMP1 NFkB inh | TWEAK Fn14 block | NCOA2 inhibitor | CF NFkB block |
| --- | --- | --- | --- | --- | --- | --- | --- | --- | --- | --- | --- |
| CCOC(=O)N1CCN(C(=O)c2ccc(OC(C)=O)cc2)CC1 | -7 | 7 | 1 | 2 | -13 | -16 | -2 | -2 | -2 | -18 | -10 |
| COc1ccc(OC)c(/C(O)=C/C(=O)C(=O)Nc2cc(C)cc(C)c2)c1 | -10 | 3 | -4 | -19 | -5 | -15 | -5 | 12 | 15 | -15 | 4 |
| CCOC(=O)c1c(C)[nH]c(C)c1C(=O)COC(=O)c1ccc(S(=O)(=O)C(F)F)cc1 | -13 | -13 | 2 | -5 | 7 | 17 | 6 | 1 | -5 | -1 | -5 |
| O=c1cc(-c2ccccc2F)oc2ccccc12 | -58 | -82 | -52 | 25 | -64 | -38 | -16 | -15 | -21 | -49 | 3 |
| Cc1cnc(C(=O)Nc2ccc(S(=O)(=O)NCC(C)C)cc2)cn1 | 9 | 7 | -9 | -2 | 21 | -6 | 6 | 3 | 0 | 0 | 4 |
| CCOc1ccccc1N(CC(=O)N1CCCCCC1)S(=O)(=O)c1ccc(C)cc1 | 6 | 2 | -26 | -7 | 6 | 14 | -5 | 2 | 8 | 18 | 3 |
| COCCCNC(=O)c1cc2cc([N+](=O)[O-])cc(OC)c2oc1=O | 3 | -3 | 14 | -13 | 22 | 21 | 8 | -9 | 3 | -14 | -9 |
| CCN1CCN(C(=O)CN(c2ccc(F)c(Cl)c2)S(C)(=O)=O)CC1 | -7 | 1 | 9 | -3 | 10 | -6 | 2 | 1 | 7 | -23 | 18 |
| O=C(c1cccs1)N1CCC(Cc2ccccc2)CC1 | -44 | 12 | 0 | -1 | 16 | 3 | 17 | 20 | 7 | 0 | 25 |
| CCc1nc2ccc(C)cc2c(C(=O)NC2CCCCC2C)c1C (stereo not drawn) | 0 | 13 | 17 | -4 | -11 | 12 | -3 | -5 | 1 | 0 | -2 |
| COc1ccc(S(=O)(=O)NCCC(=O)Nc2ccc(C)cc2)cc1 | 0 | 7 | -5 | -10 | 9 | 2 | -3 | -6 | -15 | 7 | -12 |
| CCOc1ccccc1C(=O)Nc1c[nH]c(=O)[nH]c1=O | 0 | 5 | 0 | -6 | 7 | 9 | -3 | 14 | -2 | -35 | 13 |
| CC(C)CN1C(=O)C(=O)N(CC(=O)N2CCC(Cc3ccccc3)CC2)C1=O | 17 | -3 | -7 | -2 | 11 | -4 | 0 | 2 | -22 | -29 | -9 |
| CCNC(=O)C1CCCN(C(=O)c2ccc3snnc3c2)CC1 (stereo not drawn) | 11 | -16 | -9 | -15 | -20 | 8 | 25 | nt | -10 | -30 | -14 |
| Cc1ccc(C(=O)NCCn2cc(SCC(=O)Nc3nnc(C)s3)c3ccccc32)cc1 | 27 | 24 | 77* | 16 | 35 | -13 | 4 | -14 | 91* | 16 | -5 |
| S=c1nc[nH]c2nc[nH]c12 | -139&-73 | -20&-19 | 7&-3 | 71* | -44&-28 | 4&0 | -23&15 | -50&-57 | -15&-5 | -30&-8 | -7&-7 |
| CC1(c2nnc(Cc3ccccc3)o2)CC(c2ccccc2)=NO1 (stereo not drawn) | -5 | -10 | -3 | -2 | 6 | 2 | -16 | -2 | 4 | -10 | -9 |
| CCOC(=O)c1c(C)c(C(=O)NCc2ccco2)c(C)n1CC | -9 | 13 | 10 | 0 | 11 | 12 | 2 | 19 | -11 | -41 | 4 |
| CCCCC(=O)Nc1ccc(C(=O)c2ccccc2)cc1 | -29 | -45 | -63 | -3 | -19 | -11 | 1 | -8 | -33 | -43 | 4 |
| O=C(O)Cn1nc(-c2ccc(F)cc2)oc1=O | -16 | 8 | -6 | 23 | 0 | 5 | 3 | -3 | -2 | 9 | -2 |
| COc1ccc(N(CC(=O)Nc2cccc(C)c2C)S(=O)(=O)c2c(C)n[nH]c2C)cc1 | -49 | 23 | -3 | 3 | 9 | -8 | 7 | -4 | 11 | -40 | -3 |

Random excerpt: 3 records from the list.
| Compound | NCOA1 inh | NR5A2 inv ag | TROY signal inh | C8 TRAIL sens | SRC3 inh | NR2F2 inh | KKLEB cytotox | LMP1 NFkB inh | TWEAK Fn14 block | NCOA2 inhibitor | CF NFkB block |
| --- | --- | --- | --- | --- | --- | --- | --- | --- | --- | --- | --- |
| COc1ccc(S(=O)(=O)NCCC(=O)Nc2ccc(C)cc2)cc1 | 0 | 7 | -5 | -10 | 9 | 2 | -3 | -6 | -15 | 7 | -12 |
| Cc1ccc(C(=O)NCCn2cc(SCC(=O)Nc3nnc(C)s3)c3ccccc32)cc1 | 27 | 24 | 77* | 16 | 35 | -13 | 4 | -14 | 91* | 16 | -5 |
| Cc1cnc(C(=O)Nc2ccc(S(=O)(=O)NCC(C)C)cc2)cn1 | 9 | 7 | -9 | -2 | 21 | -6 | 6 | 3 | 0 | 0 | 4 |

Assay outcomes as filed in PubChem.
